High-throughput results deposited in PubChem BioAssay by National Center for Advancing Translational Sciences (NCATS).
p53ts 32C tox: qHTS Screen for Compounds that Selectively Target Cancer Cells with p53 Mutations: Cytotoxicity of p53ts Cells at the Permissive Temperature | H1299-p53A138V at 32C, ATP luminescence viability, 24 h | Potency, µM (top dose mostly 46.1 µM), without a hit: at the highest dose activity change, negative = cytotoxicity, most hits filed as cytotoxic | 0.93% of 130,000 active | AID 924, 2007;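 further: 0% = DMSO and -100% = full killing by reference compound; nearly all actives have a fitted effect of over 55% in size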
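Viability by ATPlite luminescence after 24 h compound treatment (up to 46 uM) at the permissive 32C. Cells are H1299 carrying p53 A138V. Scale runs from DMSO basal to 100 uM tamoxifen as full kill; AC50 from Hill fits.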
Peg3 imprint: qHTS Assay for Compounds that Induce Erasure of Genomic Imprints; Potency, µM (titrated, usually from 60.7 µM), without a hit: top-dose activity change, positive = activation, hits mostly activators; 0.02% of 110,000 active; AID 1948, 2009; mouse ES Peg3-LacZ reporter, beta-gal luminescence, 40 h;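 further: 0% = negative control wells on the plate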
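Readout: BetaGlo luminescence (5 min, room temp) for LacZ from the normally silent maternal Peg3 allele in female Peg3LacZ-Neo ES cells. Cells 300/well, 40 h, 37C, 5% CO2. Data normalized per plate to negative controls.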
IkB sig inh: IkB Signaling; Potency, µM (top dose mostly 57.1 µM), inactives show at the highest dose IkBa stabilization activation; ABC-DLBCL IkBa-CBG/CBR dual luciferase ratio, 4 h; response scale: scaled: untreated 0%, proteasome inhibitor 100%; 0.04% of 110,000 active; active means well fitted curve in the direction sought with a large enough effect in the signal ratio, not every such curve was filed as active; inconclusive means small, poorly fitted or top-dose-only effect, or a change in a side signal; the % refers to the signal ratio;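 further: the direction sought is a rising ratio; 0% = basal untreated cells and 100% = reference inhibitor full response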
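In this assay, an IκBα–CBG68 fusion accumulates when IKK-driven degradation is blocked; native CBR normalizes for cell number. OCI-Ly3 cells were treated 4 h with compound and doxycycline, then green and red light read after Chroma-Glo addition.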
p53ts 39C kill: qHTS Screen for Compounds that Selectively Target Cancer Cells with p53 Mutations: Cytotoxicity of p53ts Cells at the Nonpermissive Temperature. H1299-p53A138V viability at 39C, ATP luminescence, 24 h. 1.5% of 130,000 active. Potency, µM (titrated, usually from 46.1 µM), for inactives: at the top dose activity change, negative = cell killing, most hits filed as cytotoxic; further: nearly all actives have a fitted effect of over 55% in size
The depositor's hits bear a star; & = joins results of further samples; [ ] = another dose, or the depositor's remark. Unless noted, the call rests on the fitted dose curve; in most records, active means well fitted curve in the direction sought with a large enough effect; inconclusive means small, poorly fitted or top-dose-only effect, or another doubt; inactive means no such curve, though single readings can be large; an effect the other way counts as inactive or inconclusive. Unless noted, on the % scale 0 is the no-effect control and ±100 the full control effect; potency means the concentration at half of the fitted maximal effect.

`NS(=O)(=O)c1ccc(NC(=O)CN2C(=O)COc3ccc(Cl)cc32)cc1` gave p53ts 32C tox -8%, Peg3 imprint 7%[10.9 µM], IkB sig inh -2.3% and p53ts 39C kill -25%.
For COc1ccc(OC)c(NC(=O)C2CCN(S(=O)(=O)c3c(C)noc3C)CC2)c1 the results were p53ts 32C tox -3%, Peg3 imprint -22%, IkB sig inh 0.7% and p53ts 39C kill -7%.
For COc1ccc(CNC(=O)c2ccc(NC(=O)N3CCSc4ncccc43)cc2)cc1 the results were p53ts 32C tox 6%, Peg3 imprint -3%[10.9 µM], IkB sig inh 3.6% and p53ts 39C kill -3%.
`Cc1nc2nc(CNC(=O)OC(C)(C)C)nn2c(C)c1CCC(=O)NCc1ccccc1Cl` gave p53ts 32C tox 5%, Peg3 imprint -4%[10.9 µM], IkB sig inh 2.4% and p53ts 39C kill -2%.
`O=S(=O)(c1ccc2[nH]c3c(c2c1)CCCCC3)N1CCN(c2cccc(Cl)c2)CC1` gave p53ts 32C tox 4%, Peg3 imprint -5%[10.9 µM], IkB sig inh inconclusive and p53ts 39C kill -5%.
`COCCNC(=O)CSc1nc2cc(OC)c(OC)cc2c(=O)n1Cc1ccco1` gave p53ts 32C tox -1%, Peg3 imprint -3%, IkB sig inh -0.7% and p53ts 39C kill 6%.
For CSc1ccc(/C=C/c2nc3ccccc3n2S(=O)(=O)c2cccc(Cl)c2)cc1 the results were p53ts 32C tox 3.2µM*, Peg3 imprint -25%[10.9 µM], IkB sig inh inconclusive and p53ts 39C kill 4µM*.
`COc1ccc(-c2nnc(NC(=O)c3ccc(S(=O)(=O)N4COCC4(C)C)cc3)o2)cc1` gave p53ts 32C tox 8%, Peg3 imprint -38%[inhibitor], IkB sig inh inconclusive and p53ts 39C kill inconclusive.
`CCCCOc1ccc(-c2nnc(-c3ccncc3)o2)cc1` gave p53ts 32C tox -2%, Peg3 imprint -13%, IkB sig inh -0.5% and p53ts 39C kill -3%.
CCN(Cc1ccccc1)C(=O)Cn1c(=O)n(Cc2ccccc2)c(=O)c2c1c1cc(OC)ccc1n2C was read as p53ts 32C tox 5%, Peg3 imprint 12%[10.9 µM], IkB sig inh inconclusive and p53ts 39C kill 33%[activator].
CCN(CC)CCOC(=O)c1ccc(Nc2c3c(nc4ccccc24)CCC3)cc1 was read as p53ts 32C tox -5%, Peg3 imprint -10%[10.9 µM], IkB sig inh -1.2% and p53ts 39C kill 6%.
Cc1nn(C(=O)c2cccs2)c(C)c1CN1C(=O)c2ccccc2C1=O was read as p53ts 32C tox 9%, Peg3 imprint -4%, IkB sig inh 1.3% and p53ts 39C kill 8%.
For CCNc1nc(SCC(=O)OC)nc(N2CCOCC2)n1 the results were p53ts 32C tox 2%, Peg3 imprint -7%, IkB sig inh -0.1% and p53ts 39C kill 5%.
Screening O=C(C1CCCN1S(=O)(=O)c1ccc(Cl)c(Cl)c1)N1CCCCC1 (stereo not drawn) returned p53ts 32C tox -2%, Peg3 imprint -22%, IkB sig inh 1.2% and p53ts 39C kill 0%.
`CCC(Sc1nc2nccnc2c(=O)n1Cc1ccccc1Cl)C(=O)NC1CCCCC1` (stereo not drawn) gave p53ts 32C tox 0%, Peg3 imprint -8%[10.9 µM], IkB sig inh -0.5% and p53ts 39C kill -5%.

Filtered by structure: the compounds so far with an aryl methoxy group.
For COc1ccc(OC)c(NC(=O)C2CCN(S(=O)(=O)c3c(C)noc3C)CC2)c1 the results were p53ts 32C tox -3%, Peg3 imprint -22%, IkB sig inh 0.7% and p53ts 39C kill -7%.
For COc1ccc(CNC(=O)c2ccc(NC(=O)N3CCSc4ncccc43)cc2)cc1 the results were p53ts 32C tox 6%, Peg3 imprint -3%[10.9 µM], IkB sig inh 3.6% and p53ts 39C kill -3%.
`COCCNC(=O)CSc1nc2cc(OC)c(OC)cc2c(=O)n1Cc1ccco1` gave p53ts 32C tox -1%, Peg3 imprint -3%, IkB sig inh -0.7% and p53ts 39C kill 6%.
`COc1ccc(-c2nnc(NC(=O)c3ccc(S(=O)(=O)N4COCC4(C)C)cc3)o2)cc1` gave p53ts 32C tox 8%, Peg3 imprint -38%[inhibitor], IkB sig inh inconclusive and p53ts 39C kill inconclusive.
CCN(Cc1ccccc1)C(=O)Cn1c(=O)n(Cc2ccccc2)c(=O)c2c1c1cc(OC)ccc1n2C was read as p53ts 32C tox 5%, Peg3 imprint 12%[10.9 µM], IkB sig inh inconclusive and p53ts 39C kill 33%[activator].

More records:
O=C(NCc1cccc(Cl)c1)c1ccc2c(c1)nc1n2CCOC1 was read as p53ts 32C tox 1%, Peg3 imprint -11%[10.9 µM], IkB sig inh 0.8% and p53ts 39C kill 15%.
For CNC(=O)c1cnc2sc(N3CCCCCC3)nn2c1=O the results were p53ts 32C tox -11%, Peg3 imprint -7%[10.9 µM], IkB sig inh 0.7% and p53ts 39C kill -30%.
Screening CS(=O)(=O)N(CC(=O)NCCSCc1cccc(Cl)c1)c1ccc2c(c1)OCO2 returned p53ts 32C tox 2%, Peg3 imprint -10%, IkB sig inh 0.8% and p53ts 39C kill -7%.
`Cc1cc(C2C(C#N)=C(N)SC(N)=C2C#N)c(C)s1` gave p53ts 32C tox 1%, Peg3 imprint -2%, IkB sig inh 0.6% and p53ts 39C kill 17%.
For COc1ccc(S(=O)(=O)N(CC(=O)NCC2CCCO2)c2ccccc2)cc1OC (stereo not drawn) the results were p53ts 32C tox 0%, Peg3 imprint -1%, IkB sig inh -1.1% and p53ts 39C kill 1%.
For Cc1cccc(CN2CCN(C(=O)c3ccccc3F)CC2)c1 the results were p53ts 32C tox 14%, Peg3 imprint -18%, IkB sig inh -5.6% and p53ts 39C kill 9%.
Screening COC(=O)CCC(=O)Nc1ccccc1C(N)=O returned p53ts 32C tox -12%, Peg3 imprint 5%, IkB sig inh 1.5% and p53ts 39C kill -4%.
For O=C(Nc1nnc(SCc2cc(=O)c3ccccc3[nH]2)s1)c1ccccc1 the results were p53ts 32C tox 3%, Peg3 imprint -10%[10.9 µM], IkB sig inh 1.0% and p53ts 39C kill 5%.
COc1ccc(Cl)cc1-n1nnc(-c2nc(-c3ccc4c(c3)OCO4)no2)c1C was read as p53ts 32C tox 4%, Peg3 imprint -3%[10.9 µM], IkB sig inh 1.5% and p53ts 39C kill 24%.
Cc1nn(Cc2ccccc2)c(C)c1NC(=O)c1cc(-c2cccs2)on1 was read as p53ts 32C tox 6%, Peg3 imprint -37%[inhibitor], IkB sig inh inconclusive and p53ts 39C kill -3%.
For Cc1cc(N2CCCCC2)n2nc(C)c(-c3ccccc3)c2n1 the results were p53ts 32C tox -3%, Peg3 imprint -19%, IkB sig inh -2.3% and p53ts 39C kill 4%.
`c1ccc2c(c1)[nH]c1c(N3CCCC3)ncnc12` gave p53ts 32C tox -3%, Peg3 imprint -20%, IkB sig inh -0.1% and p53ts 39C kill -4%.
For Fc1ccc(Nc2ccnc(-c3ccc4c(c3)OCO4)n2)cc1 the results were p53ts 32C tox -6%, Peg3 imprint inconclusive, IkB sig inh -0.6%[11.4 µM] and p53ts 39C kill -27%.
For CSc1nnc(-c2ccccc2)o1 the results were p53ts 32C tox -1%, Peg3 imprint 1%, IkB sig inh -0.3% and p53ts 39C kill 2%.
NC[C@](O)(CS(=O)(=O)O)c1ccc(Cl)cc1 was read as p53ts 32C tox 0%, Peg3 imprint 1%, IkB sig inh 0.0%&0.3% and p53ts 39C kill 15%.
`CSc1cccc(NS(=O)(=O)c2ccc3[nH]cc(C(=O)N4CCCCCC4)c(=O)c3c2)c1` gave p53ts 32C tox 6%, Peg3 imprint 2%[10.9 µM], IkB sig inh inconclusive and p53ts 39C kill 17%.
`CCN(CC)S(=O)(=O)c1ccc(C(=O)NCCSc2c(-c3ccc(F)cc3)[nH]c3ccccc23)cc1` gave p53ts 32C tox 10%, Peg3 imprint -20%[10.9 µM], IkB sig inh inconclusive and p53ts 39C kill 15%.
`CCn1c(SCC(N)=O)nnc1-c1ccc2[nH]c(C)c(C)c2c1` gave p53ts 32C tox 0%, Peg3 imprint 5%, IkB sig inh 1.1% and p53ts 39C kill 1%.
For COc1cccc(N(C(=O)CNC(=O)c2ccco2)C(C(=O)NC2CCCC2)c2ccncc2)c1 (stereo not drawn) the results were p53ts 32C tox 3%, Peg3 imprint -10%, IkB sig inh 0.1% and p53ts 39C kill 9%.
For Cc1ccc2c(c1)-c1onc(C(=O)N3CCN(c4cc(Cl)ccc4C)CC3)c1CO2 the results were p53ts 32C tox 4%, Peg3 imprint -11%[10.9 µM], IkB sig inh inconclusive and p53ts 39C kill inconclusive.
`Cc1cccc(N(C)C(=O)c2cc3cc4ccc(C)cc4nc3o2)c1` gave p53ts 32C tox -5%, Peg3 imprint -9%, IkB sig inh inconclusive and p53ts 39C kill -8%.
Screening CCc1nnc(SCC(=O)Nc2ccccc2)nc1CC returned p53ts 32C tox -23%, IkB sig inh -2.0% and p53ts 39C kill 0%.
Screening O=C(Nc1nnc(SCC(=O)N2CCCCC2)s1)c1cccs1 returned p53ts 32C tox inconclusive, Peg3 imprint -16%, IkB sig inh 0.1% and p53ts 39C kill -24%.
Screening Cc1ccc(-c2noc(CN(C(=O)C34CC5CC(CC(C5)C3)C4)C(C)C)n2)cc1 returned p53ts 32C tox -4%, Peg3 imprint -10%, IkB sig inh -1.2% and p53ts 39C kill -4%.
For FC(F)(F)c1ccccc1-c1nc(N2CCNCC2)c2ccccc2n1 the results were p53ts 32C tox 4%, Peg3 imprint inconclusive, IkB sig inh 0.2%[11.4 µM] and p53ts 39C kill -12%.
COC(=O)c1nnn(CC(=O)Nc2cccc(Cl)c2C)c1C(=O)OC was read as p53ts 32C tox 3%, Peg3 imprint -19%, IkB sig inh -1.0% and p53ts 39C kill -1%.
For Cn1c(=O)n(C)c2cc(CNCc3ccccc3)ccc21 the results were p53ts 32C tox -7%, Peg3 imprint 4%[10.9 µM], IkB sig inh -1.2% and p53ts 39C kill 1%.
For O=C(NCCc1ccncc1)Nc1ccccc1 the results were p53ts 32C tox 7%, Peg3 imprint -9%, IkB sig inh -1.4% and p53ts 39C kill 4%.
`Cc1ccc(CNC(=O)N2CCC(CN3CCC(C)CC3)CC2)cc1` gave p53ts 32C tox -5%, Peg3 imprint -12%[10.9 µM], IkB sig inh 0.6% and p53ts 39C kill 5%.
Screening O=C(c1ccccc1)N1CC(COc2ccccc2)OC(c2cccnc2)O1 (stereo not drawn) returned p53ts 32C tox -8%, Peg3 imprint -12%, IkB sig inh 1.7% and p53ts 39C kill 4%.
For CC(=O)Oc1c2occc2cc2ccc(=O)oc12 the results were p53ts 32C tox -5%, Peg3 imprint -2%, IkB sig inh 4.1% and p53ts 39C kill 11%.
COc1ccccc1-c1c(C)c(C)nc(N)c1C#N was read as p53ts 32C tox -5%, IkB sig inh 1.0% and p53ts 39C kill 7%.
For C=CCO/N=C(/C)c1c(O)c(CC)c(-c2ccccc2)n(-c2ccccc2)c1=O the results were p53ts 32C tox 0% and p53ts 39C kill 10%.
`CCOc1ccccc1NC(=O)C(=O)c1cc(C)n(-c2cccc(C)c2C)c1C` gave p53ts 32C tox -9%, Peg3 imprint 2%[10.9 µM], IkB sig inh 0.0% and p53ts 39C kill -16%.
For COC(=O)CSc1nc2sc(C)c(C)c2c(=O)n1C the results were p53ts 32C tox 13%, Peg3 imprint 4%, IkB sig inh -2.4% and p53ts 39C kill 8%.
Screening CCCN1Cc2cccc(C(=O)Nc3ccc(OC)cc3OC)c2C1=O returned p53ts 32C tox 10%, Peg3 imprint 7%[10.9 µM], IkB sig inh -0.2% and p53ts 39C kill 7%.
`O=C(Nc1cnccn1)c1cccc(C(F)(F)F)c1` gave p53ts 32C tox 0%, Peg3 imprint 11%, IkB sig inh 5.0% and p53ts 39C kill 5%.
Screening CCOC(=O)c1cc2c(ccn2C)n1Cc1ccccc1C returned p53ts 32C tox 5%, Peg3 imprint 0%, IkB sig inh 2.7% and p53ts 39C kill -15%.
`c1ccc(Nc2cc(-c3ccccc3)nc3ncnn23)cc1` gave p53ts 32C tox 9%, Peg3 imprint -6%, IkB sig inh 0.7% and p53ts 39C kill -6%.
CN1C(C(=O)c2ccccc2)=C(OC(=O)c2ccc(Br)cc2)c2ccccc2S1(=O)=O was read as p53ts 32C tox 32%[activator], Peg3 imprint -1%[10.9 µM], IkB sig inh inconclusive and p53ts 39C kill 14%.
